Screens deposited in PubChem by NCI.
NCI-60 one-dose screen, 48 h, at 10 µM unless noted. Numbers give growth in % (100 = growth as untreated, 0 = no growth, -100 = all killed).
HL-60(TB) – HL-60(TB) leukemia cells; 9% of 78,000 active; active = growth percent below 10
* hit, by the source's call; & = joins results of further samples; [ ] = remark or other dose. This is a subset; the hit share may differ from the screen's.

| compound | HL-60(TB) |
| --- | --- |
| Nc1[nH]c(=O)ncc1F | 100 |
| Cc1ccc2[nH]c(=O)cc(-n3nncc3Cn3c4ccccc4c4ccccc43)c2c1 | 107 |
| CC(C)C1=CCC2C(=C1)CCC1C(C)(C(=O)O)CCCC21C (stereo not drawn) (tested in a mixture with another compound) | 88 |
| ClCC(Cl)C1CCC(Cl)C(Cl)C1 (stereo not drawn) | 90 |
| O=C1CC(=O)N(Cc2ccccc2)C(=O)N1Cc1ccccc1 | 86 |
| COc1ccccc1C(=O)C(=O)c1ccccc1OC | 97 |
| CCCCn1c(=O)c2c(nc3n2CCCN3CCc2ccc(O)c(O)c2)n(CCCC)c1=O | 86 |
| CSc1nn2c(-c3cccs3)ccnc2c1C#N | 97 |
| N=C1c2nc3n(c2C(=O)c2c1nc1n2CCCC1)CCCC3 | 100 |
| c1ccc(-c2ccncn2)cc1 | 116 |
| O=C(Nc1ccc(F)cc1)c1ccc(C(=O)Nc2ccc(F)cc2)cc1 | 107 |
| CC(/C=C1\SC(=S)N(CC(=O)NC(CC(C)C)C(=O)O)C1=O)=C\c1ccccc1 (stereo not drawn) | 108 |
| C#CCOc1ccc(C=O)cc1 | 101 |
| CN1CCN(C(=O)[C@]23CCC(C)(C)C[C@H]2C2=CC[C@@H]4[C@@]5(C)C/C(=C/c6ccncc6)C(=O)C(C)(C)[C@@H]5CC[C@@]4(C)[C@]2(C)CC3)CC1 | -42* |
| N#Cc1cc(CC(=O)Nc2cc(C3(C(F)(F)F)CC3)nn2CC2CCCCC2)ccc1F | 113 |
| Cc1cccc(C)c1Nc1ccc2nnc(-c3ccncc3)n2n1 | 106 |
| CC(=O)N1N=C(c2ccc(F)cc2)CC1c1cccc(Nc2ccnc3cc(C(F)(F)F)ccc23)c1 (stereo not drawn) | 93 |
| Cc1c2cc[nH]c(=O)c2c(C)c2c1[nH]c1ccc(OC(=O)c3ccccc3)cc12 | 51 |
| CC12CCC(C(=N/O)/C1=N\O)C2(C)C (stereo not drawn) | 115 |
| Cn1cc(-c2cc3nc(-c4c[nH]c5ccccc45)cc(N)n3n2)c2cc(Cl)ccc21 | -25* |
| COC(=O)CNC(=O)c1cccc(-c2cc(=O)c3c(OC)c(OC)c(OC)cc3o2)c1 | 109 |
| CCN1C(=O)N(CC)C2Nn3c(s/c(=C4\C(=O)N(C)c5ccccc54)c3=O)=NC21 (stereo not drawn) | 21 |
| c1ccc(N=c2scc(-c3ccccc3)n2-c2cccc(-n3c(-c4ccccc4)csc3=Nc3ccccc3)c2)cc1 | 104 |
| Fc1ccc(/C=C(/C2=NCCN2)n2ccc3ccccc32)cc1 | 96 |
| CC(C)=CCCc1cc(-c2cc(CCC=C(C)C)nc(N)n2)nc(N)n1 | 94 |
| O=C(NCCc1ccccc1)c1ccc(N(CCCl)CCCl)cc1 | 110 |
| Cn1c(=O)c2c(ncn2CCn2cc(COc3nc(OCc4cn(CCn5cnc6c5c(=O)n(C)c(=O)n6C)nn4)nc(OCc4cn(CCn5cnc6c5c(=O)n(C)c(=O)n6C)nn4)n3)nn2)n(C)c1=O | 96 |
| Cn1ncc(C(=O)O)c1-n1cnc2ccc(Cl)cc2c1=O | 76 |
| CCOC(=O)c1c(C)nc2c(c1N)CC(=O)N2Cc1ccc(OC)cc1 | 110 |
| O=C(/C=C/c1sc(Cl)nc1Cl)c1ccc(Cl)cc1 | 64 |

Other compounds
| compound | HL-60(TB) |
| --- | --- |
| O=C1C2=C(Nc3cc([N+](=O)[O-])ccc3N2)OC1c1c2ccccc2cc2ccccc12 (stereo not drawn) | 14 |
| CCOC(=O)c1c(N)sc2c1CCCC2 | 51&109 |
| CCO/C=C/C(=O)OCC | 106 |
| O=[N+]([O-])c1cccc2c([As](=O)(O)O)cccc12 | 91 |
| O=C1CCCC2=C1C(c1ccc3c(c1)OCCO3)n1ncnc1N2 (stereo not drawn) | 104 |
| CCC(CC)(NC(=O)c1ccccc1)C(=O)O | 105 |
| COc1ccc(-c2cc(-c3cccs3)c(C#N)c(=O)[nH]2)c(OC)c1 | 88 |
| COc1ccc2nc(NC(=O)c3cccnc3Nc3ccc(Cl)cc3)sc2c1 | 95 |
| CC(C)C1=C[C@@]23CC[C@@H]4[C@](C)(CCC[C@]4(C)C(=O)N4CCOCC4)[C@H]2C[C@@H]1[C@H]1C(=O)CCC(=O)[C@H]13 | 86 |
| CCCCCCCCCCCC(=O)NC(CCC(=O)O)C(=O)O (stereo not drawn) | 90 |
| C=CCCCCCCCCC(=O)O (tested in a mixture with another compound) | 88 |
| O=P(Oc1ccccc1)(Oc1ccccc1)C(Nc1ccccc1)c1ccncc1 (stereo not drawn) | 109 |
| C#CCC(CC#C)(C(=O)OCC)C(=O)OCC | 94 |
| CCCCCCCCCCCN(c1ccc(C(=O)OCC)cc1)S(=O)(=O)c1ccc(C)cc1 | 94 |
| COC(=O)[C@]12CC[C@@H](C)[C@H](C)[C@@H]1C1=CC[C@@H]3[C@@]4(C)C(c5ncon5)=C[C@@](C)(CO)C4=CC[C@@]3(C)[C@]1(C)CC2 | -34* |
| COC(C)CCOC(=O)COc1ccccc1 (stereo not drawn) | 90 |
| O=C1c2cccnc2C(=O)c2c1c(C(=O)OCCCN1CCOCC1)c1ccccn21 | -3.6* |
| COc1cc(OCc2cccc(-c3ccc(C(O)c4nccs4)cc3)c2C)cc(OC)c1C=O (stereo not drawn) | 44 |
| Cc1cc(=O)oc2cc(OCCCCOc3ccc(/C=C/C(=O)Nc4ccc([N+](=O)[O-])cc4)cc3)ccc12 | 104 |
| C/C(=C/CCC(C)[C@@H]1CC[C@]2(C)C3=C(CC[C@@]12C)[C@@]1(C)CCC(=O)C(C)(C)[C@@H]1CC3)C(=O)O (stereo partly drawn) | -59* |
| COc1cccc(C=NC(Cc2cnc[nH]2)C(=O)O)c1O (stereo not drawn) | 189 |
| Cc1ccc(S(=O)(=O)Nc2ccccc2)cc1 | 94 |
| CC1=CCC2CC1C2(C)C (stereo not drawn) | 93&105 |
| CCc1cc2n(n1)-c1ncc(C(=O)OC)cc1Oc1ccccc1-2 | 105 |
| Nc1cccc(-n2c(COc3ccc(I)cc3)nc3ccccc32)c1 | 98&118 |
| CC(=O)c1ccc(C)cc1 | 93 |
| CCCCN(CCCC)C(C)=O | 89 |
| O=C(CBr)OC1CCCCC1 | 102 |
| COc1ccccc1NP1(=O)OCC(C)([N+](=O)[O-])CO1 (stereo not drawn) | 99 |
| O=C(Nc1ccc(S(=O)(=O)N2CCOCC2)cc1)c1ccc(CN2CCc3ccccc3C2)cc1 | 68 |

Reformatted as labelled records: part of the list above
> CC1=CCC2CC1C2(C)C (stereo not drawn)
  HL-60(TB): 93&105

> CCc1cc2n(n1)-c1ncc(C(=O)OC)cc1Oc1ccccc1-2
  HL-60(TB): 105

> Nc1cccc(-n2c(COc3ccc(I)cc3)nc3ccccc32)c1
  HL-60(TB): 98&118

> CC(=O)c1ccc(C)cc1
  HL-60(TB): 93

Remaining list, next part
| compound | HL-60(TB) |
| --- | --- |
| CNC(N)=S | 88 |
| CC1CCc2c(C(=O)Nc3ncc(Cc4cccc([N+](=O)[O-])c4)s3)csc2C1 (stereo not drawn) | -26* |
| CCCCn1c(=O)c(/C=C/C(=O)/C=C(/C=C/c2cc3ccccc3n(CCCC)c2=O)OB(F)F)cc2ccccc21 | 92 |
| FC(F)(F)c1cccc(I)c1 | 101 |
| CC(C)c1ccc(NC(=O)Cc2ccc(Nc3ncnc4cc(-c5cnn(CCN(C)C)c5)ccc34)cc2)cc1 | -66*[30 µM] |
| COc1cc(OC)c(S(=O)(=O)NNC(=O)c2ccncc2)cc1C1=NN(C(C)=O)C(c2ccc(Cl)cc2)C1 (stereo not drawn) | 106 |
| Cc1ccc2c(c1)C(=O)N(NC(=O)c1ccc(S(N)(=O)=O)cc1)C2=O | 101 |
| COc1ccc(/C=C(\Cl)C(=O)Nc2ccccc2C(=O)O)cc1 | 93 |
| CCOC(=O)c1cn2ncnc(Oc3ccc(NC(=O)NCCN4CCN(C)CC4)c(Cl)c3)c2c1C | 97 |
| O=S(=O)(F)c1ccccc1 | 103 |
| COc1cc2c(c(OC)c1OC)C(=O)CC(c1cccc(NC(=O)[C@H](CC(C)C)NC(=O)OC(C)(C)C)c1)O2 (stereo partly drawn) | 98 |
| CCCCCCCCCCCCCCCCCCOc1ccc(CC(=O)NCC[N+]2(C)CCCC2)cc1 | 108 |
| CCc1cccc(C(C)(C)C)c1NC(=S)/N=C/C(C(=O)c1ccccc1)=C(\O)c1ccccc1 | 82 |
| CC(C)(O)C1CCCN1C(=O)c1ccccc1I (stereo not drawn) | 89 |
| CC(C)(C)c1cc(-c2cc(C(C)(C)C)nc(N)n2)nc(N)n1 | 94 |
| COC(=O)C1=C(O)CC2CC(C(=O)OC)N3C(=O)COC123 (stereo not drawn) | 105 |
| COc1ccc(N=C(C)c2ccc(OC)cc2)cc1 | 67 |
| CCCCCOc1ccc(C(=O)OC)cc1 | 100 |
| O=C(/C=C/c1cccc(Oc2ccccc2)c1)c1ccc(Nc2nc(Nc3ccc(F)cc3)nc(Nc3ccc(Cl)cc3)n2)cc1 | -38* |
| CC(=O)c1ccc2c(c1)CCc1ccccc1-2 | 126 |
| Nc1nnc(-c2cncc(Br)c2)c(-c2c[nH]c3ccc(F)cc23)n1 | 102 |
| COc1ccc(NS(=O)(=O)c2ccc(C)cc2)c([N+](=O)[O-])c1 | 91 |
| C#Cc1cccc(NC(=O)C2CCCCN2C(=O)CCl)c1 (stereo not drawn) | -32*[8.25 µM] |
| CCOC(=O)c1nc(Nc2ccc(NC(=O)Nc3ccccc3)cc2)c2ccccc2n1 | 108 |
| CC(C)(C)C(=O)Cc1ccncc1 | 107 |
| CN(c1ccccc1C(=O)O)S(=O)(=O)c1ccccc1 | 113 |
| O=C(/C=C/C12c3ccccc3C(c3ccccc31)C1C(=O)NC(=O)C12)c1ccc(Cl)cc1Cl (stereo not drawn) | -8.3* |
| ClC1C(Cl)C(Cl)C(Cl)C(Cl)C1Cl (stereo not drawn) | 112&101 |
| O=C1OC(COCC#Cc2ccccc2)CN1c1ccccc1 (stereo not drawn) | 86 |
| COc1ccc2[nH]c(=O)c(CSc3ccccc3N)cc2c1 | 74 |

Part of the list above in another layout.
Compound: CCCCn1c(=O)c(/C=C/C(=O)/C=C(/C=C/c2cc3ccccc3n(CCCC)c2=O)OB(F)F)cc2ccccc21
- HL-60(TB): 92

Compound: CNC(N)=S
- HL-60(TB): 88

Next section
| compound | HL-60(TB) |
| --- | --- |
| CCOC(=O)c1cnn(CC(O)c2ccccc2)c1NC(=O)c1cccc(F)c1 (stereo not drawn) | 104 |
| COc1ccc2oc(=O)cc(C3CC(=O)Oc4n[nH]c(C)c43)c2c1 (stereo not drawn) | 88 |
| Oc1ccc(CSc2nnc(-c3ccc(Cl)cc3)n2-c2ccccc2)c2cccnc12 | 24 |
| O=C1NC(=O)C(Cc2ccccc2)(Cc2ccccc2)N1 | 122 |
| NC(=O)C(=O)Cc1nc2ccccc2s1 | 86 |
| CCOc1ccc(NC(=O)CSc2oc(-c3ccccc3)nc2S(=O)(=O)c2ccc(Br)cc2)cc1 | 79 |
| CC(C)(C)n1cc(-c2ccnc(NCCCNS(=O)(=O)c3ccc(C(F)(F)F)cc3)c2)c(-c2ccccc2)n1 | 77 |
| COc1cc(-c2nc(-c3ccccc3)[nH]c2-c2ccnc(NCCCNS(=O)(=O)c3ccc(Cl)cc3)n2)ccc1Cl | 69 |
| CC(=O)OCCCCCC[n+]1ccc(SCC(=O)n2ccc3ccccc32)c2ccccc21 | 108 |
| COc1ccc2nc(-c3ccc(-n4c(=O)c5cccnc5n(-c5ccc(Cl)cc5)c4=O)cc3)sc2c1 | 87 |
| O=C1CC(c2cccc(Cl)c2)c2snc(-c3ccc(F)cc3)c2N1 (stereo not drawn) | 77 |
| O=C(O)c1ccc(Nc2ccc(N=Cc3c(O)[nH]c4ccccc34)cc2)cc1 | 140 |
| Cc1ccc(C)c([N+](=O)[O-])c1 | 108 |
| CC(CCC(=O)O)C1CCCC1 (stereo not drawn) | 104 |
| NC(=O)[C@@H](Cc1ccc(Nc2nc(CN3CCN(C(=O)c4ccccc4)CC3)cs2)cc1)NC(=O)c1ccccc1C(=O)c1ccccc1 | 106 |
| O=C(Nc1ccc(Cl)c(Cl)c1)Nc1n[nH]c(-c2ccccc2)n1 | 93 |
| Cc1cccc2cccnc12 | 98 |
| Nc1c(C(=O)Nc2ccccc2)sc2nc3c(cc12)CN(C(=O)OCc1ccccc1)CC3 | 17 |
| CN(C)C(=O)c1cc2cnc(Nc3ccc(-c4csc5c(=O)cc(N6CCOCC6)oc45)cc3)nc2n1C1CCCC1 | -47* |
| Clc1ccc(N2c3nc4ccccc4cc3Sc3cc4ccccc4nc32)cc1 | 89 |
| NS(=O)(=O)c1ccc(CCn2c(-c3ccc(Cl)cc3)nc(-c3ccccc3)c2-c2ccccc2)cc1 | 95 |
| N#Cc1c(-c2ccccc2)nc2c(N=Nc3ccc(S(N)(=O)=O)cc3)c(N)nn2c1N | 99 |
| NC(=O)c1c(Nc2ccccc2)nn2c(-c3ccc(Cl)cc3)c(-c3nc4ccccc4s3)c(N)nc12 | 102 |
| COc1ccc(Cn2c(C(N)=O)cc3c2-c2nc(Nc4ccccc4)ncc2CCC3)cc1 | 85 |
| COc1cc(C(=O)/C=C/c2sc(N(CCCl)CCCl)nc2Cl)cc(OC)c1OC | 49 |
| CCOP(=O)(OCC)/C(C#N)=C/c1ccc(Cl)cc1 | 83 |
| Cc1ccc(NC(=O)N/N=C/c2c[nH]c3ccccc23)c(C)c1 | 1.7* |
| CC(C)(C)c1ccc(S(=O)(=O)c2ccc(C(C)(C)C)cc2)cc1 | 110 |
| CC(=O)CCC(C(C)=O)C(C)=O | 108 |
| CC1CCC(=O)C1 (stereo not drawn) | 85 |

Continuation.
| compound | HL-60(TB) |
| --- | --- |
| CCOC(=O)c1ccc(-n2c(C)nc3ncccc3c2=O)cc1 | 102 |
| O=C(OCc1ccc2c(Cl)cc(Cl)c(O)c2n1)n1cncn1 | 18 |
| COc1ccc(-c2cnc(-c3ccc(F)cc3)[nH]2)cc1 | 75 |
| C/C(=C(/C)C1CC1CCNS(=O)(=O)c1ccc(C)cc1)c1ccc(C(F)(F)F)cc1 (stereo not drawn) | 81 |
| CCOC(=O)C1=C(C)N(CC(OC)OC)C2(O)C(Cl)=C(Cl)C(O)=C(C#N)C12C#N (stereo not drawn) | 109 |
| COc1cccc2c1CCC(=O)C2 | 101 |
| Cc1cc(Nc2nc(C(=O)N(C)C)nc3ccccc23)n[nH]1 | 110 |
